Source: PubChem BioAssay (several laboratories)
CCHFV vOTU inh = CCHFV vOTU protease inhibition. inhibition, % at 11.5 µM. hit rate 0.55% among 370,000. Pep-AMC fluorescence. AID 651958; in the data active = inhibition above about 30%; note: 0% = vehicle wells with enzyme and 100% = no enzyme wells
DUSP3 inh = blocks human VHR1 dual specificity phosphatase; P51452; recombinant VHR phosphatase, pNPP absorbance; inhibition, % at 13.3 µM; hit rate 0.52% among 290,000; AID 1654; in the data active = inhibition above about 50%; note: some compounds called inactive have numbers as strong as hits
Target sequence (P51452 whole entry, looked up): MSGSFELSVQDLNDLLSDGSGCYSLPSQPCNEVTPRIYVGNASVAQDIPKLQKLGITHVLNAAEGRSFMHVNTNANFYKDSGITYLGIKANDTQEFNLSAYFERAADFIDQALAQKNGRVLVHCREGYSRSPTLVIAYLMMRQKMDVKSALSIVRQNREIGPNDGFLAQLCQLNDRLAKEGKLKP
3CLpro inhibitor = SARS-CoV 3CLpro protease inhibition; P0C6X7; recombinant SARS-CoV 3CLpro, quenched FRET peptide cleavage; inhibition, % at 6 µM; hit rate 0.14% among 290,000; in the data active = inhibition above about 12%
SSB-PriA inh = blocks PriA binding to SSB C-terminal tail; AlphaScreen SSBct-PriA binding, biotinylated peptide; inhibition, % at 33 µM; hit rate 0.6% among 430,000; in the data active = inhibition mostly above about 37%, no sharp cut-off; inactive = mostly below about 20%;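 note: plate controls were negative control peptide for no effect and reference peptide for full effect; strong numbers were not always called active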
BoNT-F LC inh = blocks Botulinum neurotoxin F light chain protease | Multiplex microsphere protease cleavage assay, flow cytometry | inhibition, % at 10 µM | hit rate 0.22% among 360,000 | AID 588497; in the data active = inhibition above about 35%, passing the limit was not always enough; inconclusive = no clear call, values can overlap the other calls; note: plate controls were buffer without enzyme for full effect and enzyme alone for no effect
Rv3671c inh = Rv3671c (M. tuberculosis) protease inhibition; P9WHR9; inhibition, % at 5.96 µM; hit rate 0.048% among 320,000; AID 2606; in the data active = inhibition above about 38%;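 note: extracellular domain of Rv3671c used as enzyme; 0% = enzyme with DMSO and 100% = no enzyme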
Target sequence (P9WHR9 whole entry, looked up, the tested form may be a part): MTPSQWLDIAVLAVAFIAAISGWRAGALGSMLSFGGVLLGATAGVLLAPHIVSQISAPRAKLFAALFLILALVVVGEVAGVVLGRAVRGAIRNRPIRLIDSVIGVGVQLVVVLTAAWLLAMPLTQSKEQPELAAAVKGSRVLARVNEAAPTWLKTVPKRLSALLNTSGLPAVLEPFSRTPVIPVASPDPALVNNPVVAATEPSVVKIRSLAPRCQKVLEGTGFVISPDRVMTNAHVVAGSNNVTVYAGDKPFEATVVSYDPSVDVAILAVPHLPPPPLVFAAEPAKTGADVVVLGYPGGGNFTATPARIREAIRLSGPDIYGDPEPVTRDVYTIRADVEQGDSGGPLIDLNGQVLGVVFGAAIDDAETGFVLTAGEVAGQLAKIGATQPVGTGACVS
PrPC surface inh = reduces human prion protein on the cell surface. cell surface PrPC, TR-FRET read-out. inhibition, % at 13.8 µM. AID 720596. hit rate 0.43% among 370,000. P04156; in the data active = inhibition above about 24%; note: 0% = median of the test wells and 100% = reference compound wells
BoNT A protease = inhibitors of Botulinum neurotoxin A light chain protease | multiplex microsphere protease substrate cleavage, flow cytometry | inhibition, % at 10 µM | hit rate 0.17% among 360,000; note: plate controls were buffer without enzyme for full effect and enzyme alone for no effect
MazF activator = increases E. coli MazEF RNase cleavage of RNA | P0AE70 | FAM/BHQ RNA-DNA oligo cleavage fluorescence, 5 h | activation, % at 20 µM | hit rate 0.32% among 350,000 | AID 504720; in the data active = activation above about 50%
Target sequence (P0AE70 whole entry, looked up): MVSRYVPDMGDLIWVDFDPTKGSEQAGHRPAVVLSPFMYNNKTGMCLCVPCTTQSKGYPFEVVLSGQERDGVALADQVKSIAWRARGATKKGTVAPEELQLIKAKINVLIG
Anthrax LF inh2 = blocks Bacillus anthracis lethal factor protease | hit rate 0.12% among 360,000 | inhibition, % at 10 µM | multiplex microsphere protease cleavage assay, LF | P15917 | AID 588501; note: plate controls were buffer without enzyme for full effect and enzyme alone for no effect
* marks the source's active call; other numbers are inactive results; ? = inconclusive; · = no result given; & = joins results of further samples. Cut-off read from the data, not from the text of the source, unless noted: active = inhibition above about 30%; inconclusive = no clear call, values can overlap the other calls; inactive = below that.

Sample of the layout (eleven entries):
SMILES	CCHFV vOTU inh	DUSP3 inh	3CLpro inhibitor	SSB-PriA inh	BoNT-F LC inh	Rv3671c inh	PrPC surface inh	BoNT A protease	MazF activator	Anthrax LF inh2
CCOC(=O)c1ccc(S(=O)(=O)NC2CC2)cc1	6	25	-2	-4	14	-7	11	1.9	9	1
O=c1[nH]c(=O)n(Cc2ccco2)c(O)c1C=NCCN1CCNCC1	-8	-8	5	-10	?	4	10	-1.7	3	-7
O=C(Cc1ccc(Cl)c(Cl)c1)Nc1ccccc1N1CCCC1	7	-6	0	-7	5	·	8	2.4	-4	-3
O=C(CN1C(=O)/C(=C\c2cccc(Cl)c2)Sc2ccccc21)NCCCN1CCOCC1	14	-26	1	-3	·	-11	-5	·	-2	·
CCOC(=O)c1cc2c(c(CCO)n1)[C@H](CCO)N(S(=O)C(C)(C)C)C2 (some centres undefined)	1	·	·	-8	-1	·	-4	-0.6	1	2
COc1cc(OC)cc(C(=O)N2CCN(S(=O)(=O)c3ccc(Cl)s3)CC2)c1	-13	·	·	-9	-8	15	-5	0.2	6	-8
O=C(CN1CCN(S(=O)(=O)c2cccc(Br)c2)CC1)N1CCCCC1	3	·	·	-9	-2	-4	-4	-0.7	-1	-5
N=C(N)SCc1cn2ccccc2n1	-21	-3	0	-14	-4	4	-3	0.2	2	1
NC(=O)c1ccccc1NC(=O)CN1CCOCC1	16	27	7	-4	-1	-3	-8	0.9	6	5
CCOC(=O)Cc1csc(NC(=S)NC(=O)c2cc(OC)cc(OC)c2)n1	15	5	7	-13	-5	-7	6	-0.3	-5	-7
Cc1cccc(-c2cc(NC=O)c3ncc(-c4cccc(C(=O)N(C)C)c4)n3c2)c1	0	·	·	·	-13	·	-14	-0.3	·	-7

The whole of this part, from the start:
SMILES	CCHFV vOTU inh	DUSP3 inh	3CLpro inhibitor	SSB-PriA inh	BoNT-F LC inh	Rv3671c inh	PrPC surface inh	BoNT A protease	MazF activator	Anthrax LF inh2
CCOC(=O)c1ccc(S(=O)(=O)NC2CC2)cc1	6	25	-2	-4	14	-7	11	1.9	9	1
O=c1[nH]c(=O)n(Cc2ccco2)c(O)c1C=NCCN1CCNCC1	-8	-8	5	-10	?	4	10	-1.7	3	-7
O=C(Cc1ccc(Cl)c(Cl)c1)Nc1ccccc1N1CCCC1	7	-6	0	-7	5	·	8	2.4	-4	-3
O=C(CN1C(=O)/C(=C\c2cccc(Cl)c2)Sc2ccccc21)NCCCN1CCOCC1	14	-26	1	-3	·	-11	-5	·	-2	·
CCOC(=O)c1cc2c(c(CCO)n1)[C@H](CCO)N(S(=O)C(C)(C)C)C2 (some centres undefined)	1	·	·	-8	-1	·	-4	-0.6	1	2
COc1cc(OC)cc(C(=O)N2CCN(S(=O)(=O)c3ccc(Cl)s3)CC2)c1	-13	·	·	-9	-8	15	-5	0.2	6	-8
O=C(CN1CCN(S(=O)(=O)c2cccc(Br)c2)CC1)N1CCCCC1	3	·	·	-9	-2	-4	-4	-0.7	-1	-5
N=C(N)SCc1cn2ccccc2n1	-21	-3	0	-14	-4	4	-3	0.2	2	1
NC(=O)c1ccccc1NC(=O)CN1CCOCC1	16	27	7	-4	-1	-3	-8	0.9	6	5
CCOC(=O)Cc1csc(NC(=S)NC(=O)c2cc(OC)cc(OC)c2)n1	15	5	7	-13	-5	-7	6	-0.3	-5	-7
Cc1cccc(-c2cc(NC=O)c3ncc(-c4cccc(C(=O)N(C)C)c4)n3c2)c1	0	·	·	·	-13	·	-14	-0.3	·	-7
CSc1nsc(N/N=C/c2ccc3c(c2)OCO3)c1C#N	-6	16	-5	·	0	9	-2	0.1	6	-3
CCn1c(=O)c(C(=O)NCCCc2ccccc2)c(O)c2ccccc21	-4	35	-1	-6	-14	·	1	0.1	-9	1
CCOC(=O)CC(C(=O)OCC)P(=O)(c1ccccc1)c1ccccc1 (centres undefined)	-1	8	0	-11	-5	0	8	0.5	-6	-1
CC(C)C[C@@H](CNCC(=O)[C@H](Cc1ccccc1)NC(=O)c1[nH]cnc1C(=O)N[C@@H](C)CN)NC(=O)c1nc[nH]c1C(=O)N[C@@H](CC(=O)O)C(=O)O	-9	·	·	-4	6	·	-4	-0.1	3	1
Cc1ccsc1C(=O)OCC(=O)Nc1c(C)n(C)n(-c2ccccc2)c1=O	-7	21	1	-3	-6	-5	-6	0.2	2	1
CN(CC(=O)Nc1ccc([N+](=O)[O-])cc1Br)Cc1c(F)cccc1Cl	-13	-1	0	4	-4	-4	-3	1.0	0	3
NC(=O)C1CCN(CC(=O)Nc2ccc3c(c2)OCO3)CC1	-15	·	·	·	-2	·	-1	0.0	2	-2
CCCCN(C)C1CCN(C(=S)Nc2cccc(OC)c2)CC1	-6	29	2	-12	-6	9	5	0.5	5	5
O=C(c1c(Cl)cccc1Cl)N1CCN(c2cccc3[nH]ccc23)CC1	-9	10	8	3	-21	3	-7	-0.6	4	-18
CC1CCN(C(C)C(=O)Nc2ccccc2-c2ccccc2)CC1 (centres undefined)	13	11	-1	-10	1	5	2	0.2	-4	0
Cc1ccc(N=Nc2c(=O)[nH]n3c(C)cc(C)nc23)cc1	10	6	5	0	0	-9	-9	-0.6	-5	3
O=C(NC(Cc1ccccc1)c1nc2ccccc2[nH]1)c1cccc([N+](=O)[O-])c1 (centres undefined)	23	-13	-2	20	-11	-19	-4	0.7	10	-2
COc1cccc(/C=N/NC(=O)C(=O)Nc2ccccc2OC(F)(F)C(F)F)c1O	1	-4	5	·	-1	3	-6	1.1	-11	0
CC(C)Cn1cc(-c2cncc3nccn23)cn1	-83	·	·	·	4	·	-25	0.3	·	-2
COc1ccc(Cl)cc1-c1nc(SCC(N)=O)n[nH]1	7	8	5	-8	-4	5	-1	-0.7	1	-1
C=C1CCN([C@@H](Cc2ccccc2)C(=O)NCCC(C)C)S(=O)(=O)c2ccccc21	2	·	·	-30	-5	5	4	-0.2	0	9
O=C(N/C(=C\c1ccc([N+](=O)[O-])cc1)C(=O)N1CCCCC1)c1ccccc1Br	6	-8	2	9	-3	-8	-25	-0.3	8	-1
COc1ccc(C2(C(=O)N3CCCC3)CCOCC2)cc1OC	4	-16	-4	-3	-7	-2	1	-0.1	-12	-6
COc1ccc2cc(C(=O)OC(C)C)sc(=O)c2c1OC	16	25	0	-3&-9	-3	-13	-25	0.6	-4	1
COc1ccc(N2CC(O)=C(c3nc(-c4ccc(F)cc4)cs3)C2=N)cc1Cl	13	19	2	1	-2	7	0	1.2	3	8
Cc1[nH]c2ccccc2c1C(=O)C(=O)N1CC=C(c2ccccc2)CC1	0	-13	4	5&13	-10	-2	-3	0.9	16	-2
COC(=O)c1sc(NC(=O)C2c3ccccc3Oc3ccccc32)c(C(=O)OC)c1C	12	7	-2	3	-3	-8	-5	-0.5	4	1
CCc1nc2ccc(C(=O)N3CCN(c4ccccc4)CC3)cn2c1N(CCC(C)C)CCN(C)C	-1	·	·	·	0	·	-11	0.5	·	0
Cc1ccc(SCCNC(=O)/C=C/c2ccc(Cl)cc2)cc1	12	-2	5	2	-25	1	-3	-1.1	1	2
Cc1ccc(S(=O)(=O)N2C[C@H]3N(C(=O)OC(C)C)N(C(=O)OC(C)C)C[C@H](OC(=O)NC4CC4)[C@@]3(O)C2)cc1	15	·	·	·	-8	·	3	-0.1	8	-4
O=C1C(=O)N(CCCn2ccnc2)C(c2ccc(Br)cc2)/C1=C(\O)c1ccc2c(c1)OCCO2 (centres undefined)	23	-16	-3	·	4	-4	16	2.6	-4	2
CC(C)c1nc(SCC(=O)Nc2nccs2)c2ccccc2n1	3	15	0	-6	7	5	51*	0.4	13	2
CC1Cc2ccccc2N1C(=O)COC(=O)c1ccco1 (centres undefined)	9	·	·	·	-3	·	-2	0.1	7	0
NNC(=O)c1snnc1-c1ccccc1	-11	12	2	-8	4	4	5	-0.4	0	-8
CCn1c(CNC(=O)c2ccccc2F)nnc1SCC(=O)NC1CCCCC1	-2	-19	-4	-4	-3	0	2	-0.5	6	-2
O=S(=O)(/C=C/c1ccccc1)NC1CCCCCC1	6	26	-1	-10	0	-9	-1	-0.9	-14	-2
CC(C)c1ccc(NC(=O)C[n+]2ccn(C3=C([O-])c4ccccc4C3=O)c2)cc1	-6	2	1	1	-6	-4	-17	-1.2	0	-4
CCOC(=O)C1CCN(C(=O)c2ccccc2NS(=O)(=O)c2ccc(F)cc2)CC1	-8	-10	5	-17	0	5	-2	-0.9	0	-1
NS(=O)(=O)c1ccc(CCNC(=O)CNCCc2ccc(C(F)(F)F)cc2)cc1	6	10	-7	2	-17	-2	-6	0.3	9	-7
C=CCN1C(=O)c2ccc(C(=O)N(C)CC(=O)Nc3ccccc3Cl)cc2C1=O	2	·	·	2	0	2	5	-0.4	1	1
O=C(NCCS(=O)(=O)NC1CCCC1)c1ccc(F)cc1	10	·	·	-5	·	3	1	·	6	·
N#CC(C#N)=C1C=CC=CN1/C(=C\c1ccco1)C(=O)c1ccc(Br)cc1	3	-9	0	-10	-1	-36	2	2.8	3	-1

Quoted from the listing.
C=CCN1C(=O)c2ccc(C(=O)N(C)CC(=O)Nc3ccccc3Cl)cc2C1=O | Anthrax LF inh2 = 1
NNC(=O)c1snnc1-c1ccccc1 | Rv3671c inh = 4

Other entries:
SMILES	CCHFV vOTU inh	DUSP3 inh	3CLpro inhibitor	SSB-PriA inh	BoNT-F LC inh	Rv3671c inh	PrPC surface inh	BoNT A protease	MazF activator	Anthrax LF inh2
CCN(C(=O)N1CCOCC1)c1ccccc1C	-11	-5	-3	-8	-5	-3	-3	1.6	7	4
O=C1CCCN1CCC1CCN(C(=O)Nc2ccccc2)CC1	·	-4	-3	-1	-4	9	·	-0.3	-2	-2
Cc1c(CN2CCC(n3nccc3NC(=O)C3CC3)CC2)[nH]c2ccccc12	-1	-23	1	0	·	-3	-1	·	-2	·
COc1ccc(CNC(=O)N2CCN(c3cccc(Cl)c3)CC2)cc1OC	-20	31	-4	-5	-2	5	11	-1.5	1	1
COc1cc(-c2nc3ccc4ccccc4c3c3c2CCC3)cc(OC)c1O	-2	-20	2	24	-3	6	2	0.3	9	-3
CCn1ccnc1CNC(=O)C1CCC(=O)N(Cc2ccccc2F)C1 (centres undefined)	11	21	0	0	5	7	-4	1.6	-2	-4
O=C(CC1S/C(=N/N=C/c2cccs2)NC1=O)Nc1ccc(Cl)c(Cl)c1 (centres undefined)	-1	1	-3	·	11	2	5	0.8	3	-3
CCCCNC(=O)C(=O)NCc1ccncc1	-9	2	3	-10	-1	2	-1	-0.8	-1	1
CCCCC[C@@H]1C=C(C(=O)O)[C@H](c2ccc(Cl)c(Cl)c2)N1S(=O)(=O)c1ccc(C)cc1	37*	·	·	7	5	-13	-2	0.6	-3	-4
COc1cc(C)c(CN2CCSCC2)cc1C	-5	-28	-7	-17	-35	5	5	-3.1	4	-8
COc1ccccc1-c1nn(-c2ccccc2)cc1C(=O)N1CCN(C(=O)c2ccco2)CC1	-1	·	·	1	·	1	3	·	4	·
O=C(Cn1cnc2c(cnn2-c2ccccc2)c1=O)Nc1cc(S(=O)(=O)N2CCOCC2)ccc1Cl	-10	2	-3	-2	-2	-17	2	0.2	-2	0
CCOC(=O)c1ccc(CN2CCCC(C)(C(=O)NCCOC)C2)cc1 (centres undefined)	-2	·	·	·	2	·	-7	0.2	·	-2
COc1cccc(CNC(=O)CCn2c(=O)c3cccn3c3cccnc32)c1	20	-2	-1	6	-2	7	3	-2.1	-4	-2

An excerpt. The share of hits here may be higher or lower than overall.
